From PubChem
esBAF inh = inhibitors of esBAF chromatin remodeling in mouse ES cells; 2% of 350,000 active; reporter increase, % at 12.5 µM; Bmi1-luciferase knock-in reporter, 24 h; 100% = twice the neutral-well signal; in the data active = activation above about 40%;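 also: 0% = median of the plate's neutral control wells and 100% = double that signal; a rise in the Bmi1 reporter signal indicates esBAF inhibition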
S100A4 inh HTS = blocks human S100A4 binding to myosin IIA peptide | P26447 | S100A4/TAMRA-MyoIIA peptide fluorescence polarization | inhibition, % at 10.7 µM | 0.14% of 360,000 active;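 active = mean inhibition of at least 70% across replicates, with every replicate also reaching that level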
Target sequence (P26447 whole entry, looked up): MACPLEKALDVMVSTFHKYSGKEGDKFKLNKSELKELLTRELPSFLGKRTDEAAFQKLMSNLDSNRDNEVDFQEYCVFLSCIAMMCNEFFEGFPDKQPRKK
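Test system: S100A4 monomer protein; Medium: HEPES pH 7.2 with CaCl2, KCl, NaCl, DTT, Triton; Probe or stimulus: TAMRA-labelled myosin IIA heavy-chain peptide probe, 5 nM; Doses: one dose per compound; Times: polarization read 5 min after assay mix addition, stable 5–60 min; Benchmarks: neutral control DMSO, positive control TFP.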
RAD54 branch = inhibitors of human RAD54 branch migration; RAD54 Holliday junction branch migration, FAM/BHQ fluorescence; inhibition, % at 10.4 µM; 0.14% of 360,000 active; AID 602329;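 active = mean normalized replicate activity at least 40 and at least half of replicates scoring 40 or more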;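 also: 0% = median of neutral control wells and 100% = median of positive control wells; inhibitors cause a drop in the FAM fluorescence signal; in these data hits start at about 50%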
E-selectin induc = E-selectin induction on HUVECs. P16581. HUVEC E-selectin immunofluorescence imaging; normalized: neutral wells 0, TNF-alpha wells 100. activation, % at 7.58 µM. 0.37% of 260,000 active;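 active = mean E-selectin-positive cell signal at least 10% of the positive control, reached in at least 60% of replicates, without over 20% cell loss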;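 also: in these data hits start at about 27%; measured in HUVEC primary endothelial cells; signal is the percent of cells scored E-selectin positive by PE staining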
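Test system: HUVEC | Signal: Immunofluorescence imaging | Read-out: Percent E-selectin-positive cells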
ERp5 block = inhibitors of human ERp5; Q15084; ERp5 insulin aggregation, absorbance 650 nm, 90 min; inhibition, % at 9.99 µM; 0.05% of 350,000 active;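 active = mean replicate inhibition above about 25%, with every replicate also reaching it, limit read from the data, passing the limit was not always enough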
RAD52 inh = blocks human RAD52 DNA annealing; recombinant RAD52 DNA annealing, FRET fluorescence; inhibition, % at 18.7 µM; 0.46% of 360,000 active; AID 651710;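 active = every replicate showing at least 50% inhibition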
ERAP1 inh = inhibitors of human ERAP1 aminopeptidase; 0.15% of 340,000 active; AID 652197; inhibition, % at 10.7 µM; recombinant ERAP1, Leu-AMC fluorescence, 60 min;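 active = mean replicate inhibition of at least 30%, or all replicates individually reaching that 30% level; inactive = mean below 30% and not every replicate reaching it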;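 also: 0% = neutral control wells and 100% = L-leucinethiol positive control wells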
Target sequence (Q9NZ08 whole entry, looked up): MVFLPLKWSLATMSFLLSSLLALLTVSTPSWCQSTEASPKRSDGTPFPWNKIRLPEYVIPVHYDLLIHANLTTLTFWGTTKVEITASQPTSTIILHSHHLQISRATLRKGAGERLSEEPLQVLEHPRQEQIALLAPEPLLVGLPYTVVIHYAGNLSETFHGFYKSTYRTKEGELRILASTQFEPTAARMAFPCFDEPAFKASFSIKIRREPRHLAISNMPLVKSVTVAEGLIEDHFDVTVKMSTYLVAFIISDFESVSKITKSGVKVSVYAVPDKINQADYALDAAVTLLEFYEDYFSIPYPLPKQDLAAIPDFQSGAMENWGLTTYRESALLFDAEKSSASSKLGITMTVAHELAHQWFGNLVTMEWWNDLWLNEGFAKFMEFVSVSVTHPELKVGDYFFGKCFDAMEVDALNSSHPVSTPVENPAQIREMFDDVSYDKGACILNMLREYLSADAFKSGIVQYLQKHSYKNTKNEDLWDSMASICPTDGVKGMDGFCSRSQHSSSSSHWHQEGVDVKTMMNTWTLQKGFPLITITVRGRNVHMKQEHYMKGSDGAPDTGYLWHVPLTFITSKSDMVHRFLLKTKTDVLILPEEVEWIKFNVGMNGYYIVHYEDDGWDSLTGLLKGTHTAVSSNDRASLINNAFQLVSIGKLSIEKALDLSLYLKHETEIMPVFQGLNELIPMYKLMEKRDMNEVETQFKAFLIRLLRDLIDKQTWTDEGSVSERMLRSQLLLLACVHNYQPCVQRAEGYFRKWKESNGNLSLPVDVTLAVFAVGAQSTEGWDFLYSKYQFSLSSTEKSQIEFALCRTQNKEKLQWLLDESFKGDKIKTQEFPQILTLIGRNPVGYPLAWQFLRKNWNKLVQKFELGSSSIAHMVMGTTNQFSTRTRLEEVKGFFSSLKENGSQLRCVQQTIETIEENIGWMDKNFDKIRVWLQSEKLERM
XiGFP reactiv = reactivates the inactive X chromosome in mouse fibroblasts; XiGFP mouse fibroblasts, % GFP-positive cells imaging, 3 d; cells co-treated with 5-aza-dC sensitizer; scaled so ellipticine positive control = 100%; activation, % at 7.58 µM; 0.055% of 360,000 active;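 active = mean normalized replicate activation at least 10% and every replicate at or above 10%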;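 also: 0% = median of on-plate neutral control wells and 100% = ellipticine 6 µM median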
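System: 68-5-11 XiGFP fibroblast line | Buffer or medium: DMEM containing 5-aza-dC | Compound: Single point | Times: Compounds 3 days, fix/stain 15 min at room temperature | Benchmarks: Positive control ellipticine, 6 µM final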
Numbers without * were called inactive; . = no result given. Rows are unselected. About 2.5% of those tested had a hit in this group.

SMILES | esBAF inh | S100A4 inh HTS | RAD54 branch | E-selectin induc | ERp5 block | RAD52 inh | ERAP1 inh | XiGFP reactiv
O=C(NCCc1cccs1)C1CC(c2ccc([N+](=O)[O-])cc2)=NO1 (centres undefined) | 59* | -9 | -3 | 0.0 | 0 | -12 | -2 | 0.0
CN(C)S(=O)(=O)c1cccc(NC(=O)Cc2ccc(-c3ccccc3)cc2)c1 | 10 | -5 | 3 | -0.1 | -1 | -46 | -4 | 0.1
O=c1[nH]c(C2CCCN(S(=O)(=O)c3ccc(F)cc3)C2)nc2c1nnn2Cc1ccccc1 (centres undefined) | -3 | -1 | 5 | . | 4 | -18 | 4 | .
C=CCC12C=C(OC)C(=O)OC(OC)(C1O)[C@H](c1ccc3c(c1)OCO3)[C@H]2C (some centres undefined) | -5 | 0 | 7 | . | 0 | 4 | 2 | .
COc1ccc(NC(=O)c2ccc(S(=O)(=O)N(C)C)cc2)cc1 | . | 0 | . | . | 0 | -22 | 1 | 0.0
COc1ccccc1C(=O)Nc1ccc(OCC(=O)N2CCCCC2C)cc1 (centres undefined) | 12 | -4 | 2 | 0.7 | 3 | -2 | -5 | 0.0
O=C(N/N=C/c1cccn1-c1ccc([N+](=O)[O-])cc1)c1cccnc1 | 12 | 0 | 2 | 0.5 | -2 | -7 | 7 | 0.0
CC(Sc1ccccc1)C(=O)N1CCN(S(=O)(=O)c2ccc(Cl)cc2)CC1 (centres undefined) | 0 | -3 | -5 | . | -2 | -20 | -4 | 0.6
Cc1onc(-c2ccccc2Cl)c1C(=O)Nc1cnn(Cc2ccccc2)c1 | 0 | 0 | 0 | -1.0 | 2 | -1 | 4 | 0.0
C[C@H](CO)N1C[C@H](C)[C@@H](CN(C)C(=O)CN2CCOCC2)Oc2ncc(C3=CCCC3)cc2C1=O | -3 | -23 | -3 | 1.0 | 1 | -2 | 1 | -0.1
CCOCCCNC(=O)Cn1cnc2c(cnn2-c2ccc(C)c(C)c2)c1=O | 2 | -4 | -2 | . | 2 | -15 | -1 | 0.0
COc1ccc(CN2C(=NC(=O)c3ccccc3)SC3CS(=O)(=O)CC32)cc1OC (centres undefined) | -6 | 0 | 1 | . | 2 | -2 | 1 | 0.0
CC(C)CC(CO)N1CCN(C(=O)c2ccc(Cl)cc2)CCC1=O (centres undefined) | 17 | -4 | -1 | 0.1 | 7 | -18 | -3 | -0.2
CCC(OCC(O)CN1CCCCC1)c1ccccc1 (centres undefined) | -1 | -5 | 1 | 0.1 | 2 | -1 | -3 | 0.2
O=C(COc1ccccc1)Nc1nnc(S(=O)(=O)N2CCCC2)s1 | 1 | 3 | -7 | . | 14 | -17 | -8 | 0.4
Cc1ccc(CNC(=O)CS(=O)(=O)c2cn(CC(=O)N3CCOCC3)c3ccccc23)cc1 | . | -9 | -16 | -1.4 | 0 | -22 | 4 | -0.1
COc1ccc(S(=O)(=O)N2CCCCC2)cc1NC(=O)CCC(=O)N1CCC(c2ccccc2)=N1 | 6 | -2 | -6 | -0.1 | -3 | 8 | 1 | 0.1
Nc1ncnc2c1ncn2[C@@H]1O[C@H](C(=O)N[C@@H](CO)c2ccccc2)[C@@H](O)[C@H]1O | -1 | -1 | 2 | . | -4 | -8 | 2 | 0.0
O=C(COC(=O)c1c(Cl)cccc1Cl)Nc1ccccc1Br | 32 | 0 | 2 | 3.4 | 5 | -14 | 0 | 0.1
COc1ccc(S(=O)(=O)N(C)C[C@H]2OCCCC[C@H](C)Oc3ccc(NS(=O)(=O)c4ccc(C)cc4)cc3C(=O)N([C@H](C)CO)C[C@H]2C)cc1 | -1 | -34 | 13 | 1.8 | 1 | -63 | 0 | 0.1
CCCn1c(=O)c2c(nc3n2CCS3)n(C)c1=O | . | 0 | . | 2.0 | -7 | -17 | 8 | 0.3
CCCc1nc2ccccc2c(=O)n1NC(=O)c1c(O)c2ccccc2n(C)c1=O | . | 3 | . | -0.6 | 6 | -3 | 0 | -0.2
CN1C(=O)NC(=O)C1c1ccccc1 (centres undefined) | 0 | 0 | 1 | -0.2 | 3 | -14 | -1 | 0.2
COc1ccc(NC(=S)N2CCC(C(=O)c3ccc(C)cc3)CC2)c(OC)c1 | -6 | 1 | 12 | 0.2 | 15 | -23 | 7 | 0.1
CC(=O)c1cnc(Nc2cccc(Cl)c2Cl)s1 | . | 6 | . | . | 1 | 4 | -3 | 0.0

Retrieved by structure from the list above, two records:
SMILES | esBAF inh | S100A4 inh HTS | RAD54 branch | E-selectin induc | ERp5 block | RAD52 inh | ERAP1 inh | XiGFP reactiv
CC(Sc1ccccc1)C(=O)N1CCN(S(=O)(=O)c2ccc(Cl)cc2)CC1 (centres undefined) | 0 | -3 | -5 | . | -2 | -20 | -4 | 0.6
O=C(N/N=C/c1cccn1-c1ccc([N+](=O)[O-])cc1)c1cccnc1 | 12 | 0 | 2 | 0.5 | -2 | -7 | 7 | 0.0

The listing continues:
SMILES | esBAF inh | S100A4 inh HTS | RAD54 branch | E-selectin induc | ERp5 block | RAD52 inh | ERAP1 inh | XiGFP reactiv
COc1cc(C2CC(=O)c3cnc(NC(=O)c4ccco4)nc3C2)cc(OC)c1OC (centres undefined) | 1 | 17 | -8 | . | 0 | 3 | 3 | 0.0
NCC(c1ccccc1)(c1ccccc1)c1ccccc1 | . | -12 | . | 1.5 | 2 | -11 | 3 | 0.1
O=C(O)c1cccc(S(=O)(=O)Nc2ccccc2Cc2ccccc2)c1 | -6 | -2 | 2 | 0.7 | 9 | -5 | -4 | 0.0
OC[C@@H]1[C@H](c2ccc(Br)cc2)[C@H]2CNCCCCN12 | -2 | 11 | 3 | 0.0 | -6 | 16 | -3 | 0.1
C[C@@H]1CN([C@H](C)CO)C(=O)c2cc(NC(=O)Nc3ccc(C(F)(F)F)cc3)ccc2O[C@H]1CN(C)S(=O)(=O)c1ccc(F)cc1 | -4 | -6 | 6 | 0.6 | 0 | -1 | 0 | 0.3
COc1cc(/C=N\NC(=O)c2c(C)nc3cc(C)ccn23)ccc1O | . | 1 | . | . | 4 | -14 | -7 | -0.1
Cc1ccccc1S(=O)(=O)N1CCCCN2[C@H](C1)[C@H](c1ccc(-c3cncnc3)cc1)[C@@H]2CO | . | 4 | -11 | -0.7 | 1 | -6 | -1 | -0.1
Cc1[nH]c2ccc(-c3n[nH]c(=S)n3C)cc2c1C | 14 | 2 | -4 | . | 3 | -6 | 1 | .
O=C(O)C[C@@H]1C[C@@H]2c3cc(NC(=O)Cc4ccncc4)ccc3O[C@@H]2[C@H](CO)O1 | . | -3 | . | 0.1 | -2 | 5 | 0 | 0.1
CCC(=O)N1[C@@H]2c3ccc(-c4ccccc4)c(=O)n3C[C@H]1[C@H](CO)[C@H]2C(=O)N1CCN(C)CC1 | 2 | 4 | -11 | -0.1 | 3 | -6 | 1 | 0.1
C[C@@H]1CN([C@H](C)CO)C(=O)c2cc(N(C)C)ccc2O[C@H]1CN(C)C(=O)Nc1ccc2c(c1)OCO2 | -3 | 30 | 5 | -14 | 6 | -8 | 3 | -0.3
C/C=C/c1ccc2c(c1)O[C@@H](CN(C)C(=O)Cc1ccccn1)[C@H](C)CN([C@@H](C)CO)S2(=O)=O | -3 | -39 | 1 | -2.3 | 0 | -1 | 3 | -0.4
Cc1ccc(S(=O)(=O)N/N=C\c2ccc3c(c2)OCO3)c(C)c1 | . | 3 | -3 | -0.2 | -7 | -6 | -5 | 0.1
COc1cccc(C(=O)NNC(=O)c2ccc(NS(=O)(=O)c3cccs3)cc2)c1OC | 5 | -4 | 12 | 0.1 | 0 | -7 | -1 | -0.1
CO[C@H]1CN(C)C(=O)c2ccc(NC(=O)c3ccccc3)cc2OC[C@H](C)N(C(C)=O)C[C@H]1C | 0 | -3 | 7 | 0.2 | -2 | -4 | 0 | 0.2
COc1nc(NC2OC(CO)C(O)C(O)C2O)c(N)c(=O)[nH]1 (centres undefined) | -2 | -3 | . | -0.9 | 2 | -41 | 3 | 0.0
Cc1ccc2oc(=O)cc(CN3CCN(C/C=C/c4ccccc4)CC3)c2c1 | -3 | -3 | -7 | 0.6 | 2 | -4 | 1 | 0.0
Cc1c(NC(=O)/C(=C/c2cccs2)NC(=O)c2ccccc2)c(=O)n(-c2ccccc2)n1C | . | 2 | . | . | 3 | -6 | -1 | 0.0
CCN(CC)C(=O)[C@H]1CC(CC(=O)NCCC2=CCCCC2)C(=O)N2CCc3c([nH]c4ccc(OC)cc34)[C@]12C (some centres undefined) | 4 | -2 | 1 | -0.1 | -15 | -2 | 3 | .
CCC1=NN(C(=O)c2ccccc2Br)C(O)(c2ccc(Br)cc2)C1 (centres undefined) | . | 2 | 1 | . | 2 | -16 | 0 | 0.0
CNC(=O)c1c(NC(=O)c2ccc(S(=O)(=O)N3CC(C)OC(C)C3)cc2)sc2c1CCN(C(C)C)C2 (centres undefined) | 0 | 49 | 28 | 0.0 | -8 | 24 | -6 | 0.5
O=C(CSc1ccccc1)Nc1cccc(NC(=O)c2ccco2)c1 | 8 | -2 | 1 | . | -2 | -23 | -4 | .
CCN(CC)CCNC(=O)c1ccc(NC(=O)c2ccc(Cl)c(S(=O)(=O)N3CCCCCC3)c2)cc1 | 0 | -8 | . | 0.0 | -1 | -7 | . | -0.2
COc1ccccc1Oc1ccc(N2CC(C(=O)OCC(=O)c3ccc(F)cc3)CC2=O)cc1 (centres undefined) | -8 | 6 | -2 | -0.8 | 1 | -7 | -1 | 0.0
CCOc1ccc(C2C(=O)N(C3CCCCC3)CC(=O)N2CC2CCCO2)cc1OC (centres undefined) | . | 7 | 5 | . | 2 | -12 | 1 | .

Of the compounds above, two contain an aryl thioether with sulfur outside any ring:
SMILES | esBAF inh | S100A4 inh HTS | RAD54 branch | E-selectin induc | ERp5 block | RAD52 inh | ERAP1 inh | XiGFP reactiv
CC(Sc1ccccc1)C(=O)N1CCN(S(=O)(=O)c2ccc(Cl)cc2)CC1 (centres undefined) | 0 | -3 | -5 | . | -2 | -20 | -4 | 0.6
O=C(CSc1ccccc1)Nc1cccc(NC(=O)c2ccco2)c1 | 8 | -2 | 1 | . | -2 | -23 | -4 | .

2 compounds from above, showing only RAD54 branch:
smiles	RAD54 branch
Cc1ccc(S(=O)(=O)N/N=C\c2ccc3c(c2)OCO3)c(C)c1	-3
COc1cccc(C(=O)NNC(=O)c2ccc(NS(=O)(=O)c3cccs3)cc2)c1OC	12

Next section:
SMILES | esBAF inh | S100A4 inh HTS | RAD54 branch | E-selectin induc | ERp5 block | RAD52 inh | ERAP1 inh | XiGFP reactiv
Cc1cc2oc3c(c(=O)c2cc1C)C(c1ccc(C(C)C)cc1)N(CCCN1CCOCC1)C3=O (centres undefined) | -7 | -1 | -4 | 0.0 | -4 | -33 | -4 | 0.3
COc1cccc(C(C)(O)c2nc(-c3cccc4cccnc34)cs2)c1 (centres undefined) | 2 | -1 | 1 | 0.8 | -2 | -3 | 7 | 0.2
CO[C@H]1CN(C)C(=O)c2cc(NC(=O)c3cccc(F)c3)ccc2OC[C@@H](C)N(CC2CC2)C[C@@H]1C | 4 | 5 | -4 | 0.0 | -5 | 2 | -3 | 0.1
CS(=O)(=O)c1ccc(C(=O)OCC(=O)NC23CC4CC(CC(C4)C2)C3)cc1[N+](=O)[O-] | 13 | -1 | . | -0.2 | 7 | -3 | 10 | 0.3
COC(=O)c1cc(NC(=O)c2cc3ccccc3o2)cc(C(=O)OC)c1 | -6 | -4 | -1 | -0.3 | -5 | -10 | -1 | 0.0
O=C(COC(=O)c1ccco1)NCCNC(=O)COC(=O)c1ccco1 | . | -3 | -3 | -0.2 | -1 | -6 | 2 | 0.0
COc1ccc(N2C(=NC(=O)C3CCCCC3)SC3CS(=O)(=O)CC32)cc1Cl (centres undefined) | -3 | -1 | 4 | -0.2 | -1 | -1 | 3 | 0.1
